Vif-APOBEC3F blk = qHTS for Inhibitors of Vif-A3F Interactions: qHTS. HeLa A3F-eYFP + Vif (tagged APOBEC3F with the HIV-1 protein that degrades it), YFP fluorescence increase. Potency, µM (highest dose often 46.1 µM), inactives show at the top dose activity, negative = active. 0.2% of 390,000 active; also: potency is read from the fitted curve at half-maximal effect; % of control where 0% means no effect; nearly all actives have a fitted effect of over 65% in size
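Fluorescence increase (Ex 488/Em 500-530) after overnight compound treatment at 37 deg C flags inhibition of Vif-driven A3F-eYFP loss in stable HeLa A3F-eYFP/Vif cells seeded overnight beforehand.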
GRP78 ERSR act = qHTS for Inducers of the Endoplasmic Reticulum Stress Response (ERSR) in Human Glioma: qHTS; U87-MG GRP78 promoter luciferase reporter, 16 h; Potency, µM, for inactives: at the highest dose activation, most hits filed as activators; 0.02% of 420,000 active; also: potency is read from the fitted curve at half-maximal effect; series mostly up to about 76 µM; % of control where 0% means no effect; nearly all actives have a fitted effect of over 35% in size
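Stably transfected U87-MG human glioma cells carrying a GRP78-based luminescent sensor were seeded at 1000 cells/well, pin-dosed with compounds and incubated 16 h. Luciferase reagent was then added, and end-point luminescence was read after 10 min at room temperature.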
RXFP1 agonist = qHTS Assay for Agonists of the Relaxin Receptor RXFP1; Relaxin receptor 1 (Homo sapiens), Q9HBX9; HEK293T-RXFP1 cAMP TR-FRET, 30 min; response scale: percent of porcine relaxin response, buffer zero; Potency, µM (series often up to 57.5 µM), without a hit: at the highest dose activation, most hits filed as activators; 0.3% of 370,000 active; AID 2676, 2010; also: potency is read from the fitted curve at half-maximal effect; % is scaled to controls: 0 for no effect and ±100 for the full control effect; nearly all actives have a fitted effect of over 60% in size; many of its hits are not listed in these tables
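cAMP rise read by TR-FRET after 30 min, 37C compound exposure (up to 58 uM) in RXFP1-transfected HEK293 cells with Ro 20174 present. EC50 from Hill-equation fits, with 29 nM porcine relaxin as 100% and buffer as basal.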
D2 potentiator = HTS Assay for Positive Allosteric Modulators of the Human D2 Dopamine Receptor: Primary Screen for Potentiators; D(2) dopamine receptor (Homo sapiens), P14416; HEK293 T-REx D2, calcium flux, EC20 dopamine potentiation; potentiation, % at 10 µM; 0.34% of 340,000 active; AID 485347, 2010;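 active = potentiation over 3 SD above the plate norm, cut at about 30% in these data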; also: 0% is about no effect
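Calcium flux readout, no-wash dye, 1 read/s. Inducible HEK293 Trex D2 line, overnight 30 C. Compound alone 180 s (agonist flags), then EC20 dopamine, another 180 s to score potentiation.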
LDHA block = qHTS assay for inhibitors of human lactate dehydrogenase; L-lactate dehydrogenase A chain (Homo sapiens), P00338; purified LDHA, NADH/diaphorase-resazurin fluorescence; stronger effect = lower value; AID 1347041, 2019; activity change, % (values are at about 110 or 230 µM); 0.15% of 480,000 active; in the data active = activity change below about -30%;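 also: plate controls were DMSO wells for no effect and wells without enzyme for full effect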
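LDH5 2 nM; NADH 0.06 mM, pyruvate 0.2 mM; 200 mM Tris pH 7.4, EDTA, Tween-20; 5 min RT. Detection: diaphorase 0.133 mg/mL + resazurin 37 µM, fluorescence ex540/em590 at 0 and 20 min; normalized to enzyme-free and DMSO wells.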
D1 ag = Allosteric Agonists of the Human D1 Dopamine Receptor: qHTS; HEK293 T-REx D1 cells, calcium flux, agonist mode; activation, % at 2 µM; D(1A) dopamine receptor (Homo sapiens), P21728; 1% of 360,000 active; AID 504660, 2011; in the data active = activation above about 30%; also: 0% is about no effect
Target sequence (P21728 whole entry, looked up): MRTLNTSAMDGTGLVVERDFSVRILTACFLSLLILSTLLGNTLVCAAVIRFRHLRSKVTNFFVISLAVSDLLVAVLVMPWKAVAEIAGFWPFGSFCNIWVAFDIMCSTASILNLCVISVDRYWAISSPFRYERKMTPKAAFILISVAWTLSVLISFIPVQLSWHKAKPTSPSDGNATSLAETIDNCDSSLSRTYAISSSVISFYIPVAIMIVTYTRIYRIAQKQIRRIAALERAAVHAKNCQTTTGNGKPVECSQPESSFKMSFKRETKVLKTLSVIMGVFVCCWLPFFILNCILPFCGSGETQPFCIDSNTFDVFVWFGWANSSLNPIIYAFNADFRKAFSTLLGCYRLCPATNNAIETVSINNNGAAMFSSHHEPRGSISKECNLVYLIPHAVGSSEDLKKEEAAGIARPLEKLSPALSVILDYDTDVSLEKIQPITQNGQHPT
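Tetracycline-induced HEK293 TREx D1 cells, force-coupled to calcium signalling, were dye-loaded with a no-wash calcium kit. Compound was pin-added after a 10 s baseline. Fluorescence was read kinetically at 1 cycle/s for 180 s, with calcium rises flagged as agonism.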
D1 PAM = Potentiators of Human D1 Dopamine Receptor: qHTS; 0.036% of 360,000 active; HEK293 TREx D1 cells, calcium flux, dopamine EC20 potentiation; D(1A) dopamine receptor (Homo sapiens), P21728; potentiation, % at 10 µM; in the data active = potentiation above about 30%; also: 0% is about no effect
D1 antagonist = Antagonist of Human D 1 Dopamine Receptor: qHTS; 3.2% of 360,000 active; D(1A) dopamine receptor (Homo sapiens), P21728; HEK293 TREx D1 cells, calcium flux, dopamine EC80; stronger effect = lower value; activity change, negative = inhibition, % at 10 µM; in the data active = activity change below about -30%; also: % is scaled to controls: 0 for no effect and ±100 for the full control effect
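Tetracycline-induced HEK293 T-REx cells with force-coupled D1 receptor were loaded with a no-wash calcium dye. Compound was added after a 10 s baseline and read kinetically for 180 s; EC80 dopamine was then added and calcium flux followed another 180 s.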
Vif-APOBEC3G blk = qHTS for Inhibitors of Vif-A3G Interactions: qHTS | DNA dC->dU-editing enzyme APOBEC-3G (Homo sapiens), Q9HC16 | HeLa A3G-eYFP + Vif (tagged APOBEC3G with the HIV-1 protein that degrades it), YFP fluorescence, overnight | AID 602310, 2012 | Potency, µM (doses to about 46.1 µM), without a hit: at the highest dose activity, negative = active, usual class: inhibitors | 0.076% of 410,000 active;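 also: potency is read from the fitted curve at half-maximal effect; % is scaled to controls: 0 for no effect and ±100 for the full control effect; nearly all actives have a fitted effect of over 60% in size; hits raise eYFP signal because A3G escapes Vif-driven loss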
Target sequence (Q9HC16 whole entry, looked up): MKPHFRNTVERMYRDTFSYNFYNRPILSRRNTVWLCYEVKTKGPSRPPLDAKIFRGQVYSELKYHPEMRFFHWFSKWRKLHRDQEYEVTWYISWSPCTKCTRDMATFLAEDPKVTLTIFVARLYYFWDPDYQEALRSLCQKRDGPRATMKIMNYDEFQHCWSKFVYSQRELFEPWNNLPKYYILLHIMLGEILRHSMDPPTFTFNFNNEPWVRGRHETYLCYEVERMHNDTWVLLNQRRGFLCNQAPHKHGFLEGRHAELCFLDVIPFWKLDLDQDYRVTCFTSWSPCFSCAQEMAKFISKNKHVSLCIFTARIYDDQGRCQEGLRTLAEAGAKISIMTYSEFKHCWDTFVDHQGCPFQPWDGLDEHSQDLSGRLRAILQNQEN
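Read-out is eYFP fluorescence (Ex 488/Em 500-530) from Vif-expressing HeLa A3G-eYFP cells; more signal means A3G escaped Vif-mediated degradation. Cells plated overnight, compound pinned in, incubated overnight at 37 deg C.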
An asterisk follows results filed as active; nt = not tested or not shown. Unless noted, calls follow the shape of the dose curve; as a rule, active = well fitted curve in the direction sought with a large enough effect; inconclusive = small, poorly fitted or top-dose-only effect, or another doubt; inactive = no such curve, though single readings can be large; an effect the other way counts as inactive or inconclusive. These rows are one share of the data; count on the stated rates, not on these rows.

no. | structure | Vif-APOBEC3F blk | GRP78 ERSR act | RXFP1 agonist | D2 potentiator | LDHA block
1 | Cc1ccc(NC(=O)CSc2nn3c(=O)c(C)nnc3s2)cc1Cl | 0% | 0% | -1.4% | 0 | -12
2 | CCOc1cc(CNc2ccccc2)cc(Br)c1OCC(=O)NC(C)(C)C | -3% | -2% | 2.4% | 3 | 12
3 | OCCN(CCO)c1ncnc2c1cnn2-c1ccc(F)cc1 | -1% | -3% | 0.1% | 28 | -9
4 | CC(=O)c1ccc(NC(=O)c2noc3c2CCc2ccccc2-3)cc1 | -9% | 0% | 1.2% | 0 | -6
5 | CS(=O)(=O)N(CC(=O)Nc1ccccc1C(=O)N1CCOCC1)c1cccc([N+](=O)[O-])c1 | 1% | -2% | -1.6% | 1 | -13
6 | O=C(Nc1ccccc1Cc1ccccc1)C1CC(=O)N(c2ccc3c(c2)OCCO3)C1 (stereo not given) | 0% | 3% | -2.1% | -2 | -1
7 | O=C(Oc1ccc(C(=S)N2CCOCC2)cc1)c1ccccc1[N+](=O)[O-] | -3% | 0% | -0.5% | -10 | -1
8 | CCCc1cc(=O)oc2cc(OCC(=O)NCC(O)c3ccccc3)ccc12 (stereo not given) | -7% | -3% | 0.0% | 26 | -6
9 | COc1cc(C(=O)NC2=NCCS2)cc(OC)c1OC | 4% | 2% | -0.6% | -5 | 2
10 | CCOC(=O)c1cc(NC(=O)c2ccc(OC)cc2)c(=O)oc1-c1ccccc1 | -12% | -5% | -0.3% | -3 | -2
11 | CCc1ccc(S(=O)(=O)c2cn(C)c3cc(N4CCCC4)c(F)cc3c2=O)cc1 | -9% | 3% | 6.3% | 2 | -1
12 | COc1cc(NC(=O)CCN2CCN(C/C=C/c3ccccc3)CC2)cc(OC)c1 | 1% | -1% | -0.2% | -9 | 2
13 | Cc1c(CNCCc2ccc(Cl)cc2)c(C(=O)O)c(C)n1Cc1ccccc1 | 0% | 6% | 0.4% | -1 | 4
14 | Cc1cc(C)nc(SCCCNCc2c(F)cccc2Cl)n1 | -6% | -1% | -2.7% | nt | 0
15 | CC(=O)Nc1ccc(S(=O)(=O)NCCC(=O)N2CCN(C(c3ccccc3)c3ccccc3)CC2)cc1 | 0% | -4% | -0.4% | 1 | -5

no. | D1 ag | D1 PAM | D1 antagonist | Vif-APOBEC3G blk
1 | 2 | 0 | 1 | -1%
2 | 2 | -5 | 1 | 1%
3 | -1 | -1 | -9 | 0%
4 | 0 | 1 | 3 | 5%
5 | 1 | -3 | 27 | 0%
6 | 3 | 0 | 3 | -4%
7 | 3 | -2 | -18 | 2%
8 | 1 | -7 | 12 | 1%
9 | 2 | 2 | -7 | 2%
10 | 4 | -3 | 6 | 1%
11 | 3 | 4 | -8 | 1%
12 | 8 | -11 | -12 | 2%
13 | 4 | -2 | -4 | -1%
14 | 4 | 0 | -10 | -1%
15 | 2 | 3 | -1 | -1%

The list goes on:
no. | structure | Vif-APOBEC3F blk | GRP78 ERSR act | RXFP1 agonist | D2 potentiator | LDHA block
16 | CC(=O)N/C(=C\c1ccccc1)C(=O)OCC(=O)c1c(N)n(CC(C)C)c(=O)n(C)c1=O | 3% | -3% | 0.7% | 14 | -3
17 | COc1ccc2nc(-c3ccccc3)cc(C(=O)OCC(=O)N3CCCCC3)c2c1 | -14% | -2% | 0.9% | 8 | -4
18 | COc1cccc(CN2CC(C(=O)NCc3ccc(C)c(F)c3)CCC2=O)c1 (stereo not given) | -11% | -2% | -2.5% | 2 | -9
19 | CCn1c(=O)c([N+](=O)[O-])c(NC2CCS(=O)(=O)C2)c2ccccc21 (stereo not given) | 3% | 0% | 0.0% | -22 | -1
20 | Cc1noc(C)c1NC(=O)Nc1cccc2c1O[C@@H](CN(C)C)[C@@H](C)CN([C@H](C)CO)C2=O | 5% | -4% | nt | nt | 0
21 | O=C(NCCCN1CCOCC1)C(=O)N/N=C/c1ccc2c(c1)OCO2 | -4% | -4% | -1.1% | 0 | -1
22 | O=C(CCc1ccc(S(=O)(=O)N2CCOCC2)cc1)OCC(=O)c1ccccc1F | 0% | -3% | nt | nt | -6
23 | COc1cccc(NC(=O)N2CCC(n3c(C)nc4cccnc43)CC2)c1 | -9% | -1% | -0.1% | -1 | -9
24 | COc1ccc(OC)c(NC(=O)C2CCN(S(=O)(=O)c3ccc(C)cc3)CC2)c1 | 4% | -2% | 6.7% | -13 | -3
25 | O=C(C1CCCC1)N1CCN=C1SCc1cccc([N+](=O)[O-])c1 | -11% | -7% | 8.2% | -6 | -5
26 | O=C(NC1CCCC1)C(c1cccs1)N(CC1CCCO1)C(=O)Cc1cccs1 (stereo not given) | -24% | -5% | 1.5% | 2 | 2
27 | Cc1noc(C)c1COc1ccc(C(=O)Nc2cccnc2)cc1 | -3% | -4% | 1.4% | -3 | 3
28 | COC(=O)c1cccnc1-n1c(=O)c2cccnc2n(CC(=O)Nc2ccc(C)cc2C)c1=O | 0% | 7% | -0.5% | -3 | -8
29 | COC(=O)c1sc(N2C(=O)c3oc4ccccc4c(=O)c3C2c2ccc(O)cc2)nc1C (stereo not given) | 2% | -3% | -0.6% | nt | -3
30 | CCN=c1scc(-c2ccccc2)n1/N=C/c1ccccn1 | 5% | -16% | 0.0% | -6 | -2

no. | D1 ag | D1 PAM | D1 antagonist | Vif-APOBEC3G blk
16 | 2 | -8 | -11 | 1%
17 | 4 | 3 | 14 | -10%
18 | 0 | -1 | -5 | 4%
19 | 2 | -4 | 0 | 0%
20 | nt | nt | nt | 2%
21 | 0 | -2 | -14 | 4%
22 | nt | nt | nt | -5%
23 | 0 | 0 | 1 | -2%
24 | -1 | 1 | 10 | 1%
25 | 10 | -2 | -16 | -3%
26 | 0 | -8 | 1 | -1%
27 | 3 | 1 | 2 | -1%
28 | -1 | 1 | 0 | -5%
29 | 0 | -4 | -2 | 2%
30 | 7 | -11 | -13 | -10%

(continued)
no. | structure | Vif-APOBEC3F blk | GRP78 ERSR act | RXFP1 agonist | D2 potentiator | LDHA block
31 | CCOc1ccccc1NC(=O)C(Sc1ccccc1)c1ccccc1 (stereo not given) | 1% | -8% | 2.8% | 2 | -3
32 | N=c1c(S(=O)(=O)c2ccccc2)cc2c(=O)n3ccccc3nc2n1CC1CCCO1 (stereo not given) | -1% | -1% | 5.9% | 3 | 0
33 | CCOc1ccc(C(=O)Nc2ccc3nc(SCc4ccccc4)sc3c2)cc1 | 0% | 2% | 12% | -6 | -7
34 | CCOc1ccc2nc(N(CCN(C)C)C(=O)c3ccc4ccccc4c3)sc2c1 | 1% | -2% | 0.0% | 4 | -2
35 | CCCNC(=O)NC(=O)CSc1nc2ccccc2n1CC(C)C | 5% | -4% | 0.2% | -1 | -3
36 | COc1ccc(-n2nc(C(=O)NCC(=O)N(C)Cc3ccccc3)c3ccccc3c2=O)cc1OC | 17% | 0% | 3.1% | 1 | -2
37 | Cc1nc(-c2ccc(NS(C)(=O)=O)cc2)cs1 | 8% | 4% | 1.5% | -13 | -4
38 | CCOC(=O)c1sc(N(Cc2ccccc2)C(=O)CSc2ncn[nH]2)nc1C | 1% | 0% | -0.7% | 5 | 4
39 | Cc1cccc(-n2cnc(C(=O)NNC(=S)Nc3ccc(Cl)cc3)c2)n1 | -19% | -3% | 4.1% | 7 | 1
40 | COc1ccccc1OCCNC(=O)c1cccc(S(=O)(=O)N2CCN(Cc3ccccc3)CC2)c1 | 3% | -3% | 1.6% | nt | 0
41 | C=CCN1C(=O)C2(OCCCO2)c2cc(Cl)ccc21 | -3% | -4% | 2.0% | 5 | -12
42 | Cc1cc(C)c(N=C2SCC(=O)N2Cc2ccco2)c(C)c1 | 4% | -3% | 9.0% | 4 | -13
43 | CCN(C(=O)c1cc2c(=O)[nH]c3ccc(C)cc3c2s1)c1ccc(F)cc1 | -11% | -7% | 15% | 9 | -2
44 | Cc1cccc(C(=O)OCC(=O)NCCN2C(=O)CSC2=O)c1[N+](=O)[O-] | -1% | 1% | nt | nt | -1
45 | CSC1=Nc2sc3c(c2C2=NCCN12)CC(C)(C)OC3 | -13% | -4% | nt | nt | 2
46 | CC/C(=N/Nc1ccccc1Cl)c1cnnc(-c2ccccc2)n1 | 3% | -2% | 3.8% | nt | -20

no. | D1 ag | D1 PAM | D1 antagonist | Vif-APOBEC3G blk
31 | 12 | -2 | 5 | 0%
32 | -1 | -1 | 5 | 1%
33 | 0 | -1 | 7 | -2%
34 | 0 | 0 | -8 | 0%
35 | 1 | 8 | 3 | -2%
36 | 2 | -7 | 1 | 0%
37 | 1 | 4 | 6 | -2%
38 | -3 | 3 | -8 | -22%
39 | 4 | 4 | -7 | -28%
40 | 1 | -6 | 6 | 2%
41 | 1 | -4 | -7 | -6%
42 | 10 | 3 | 1 | -6%
43 | 2 | 6 | 6 | -1%
44 | nt | nt | nt | -4%
45 | nt | nt | nt | 1%
46 | 1 | -2 | -6 | 0%
